hcDAF12 agonist = activates DAF-12 receptor from parasite H. contortus; HEK293 hcDAF-12 lit1-tk-luc reporter, luminescence; 0% DMSO, 100% Δ7-dafachronic acid; actives 1.4% (n = 370,000); activation, % at 6.8 µM;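 active = activation above the mean of all tested compounds plus 3 SD, cut at about 5.5% in these data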;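 also: 100% = response to 3 µM Δ7-dafachronic acid high control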
NPR1 activator = GC-A (human) enzyme activation | P16066 | HEK293 GC-A cells, cGMP TR-FRET, EC30 ANP; 0% at EC30 ANP, 100% saturating ANP | activation, % at 10 µM | actives 0.14% (n = 370,000); in the data active = activation above about 40%
hgDAF12 agonist = hgDAF-12 agonism, primary luciferase screen; HEK293 GAL4-hgDAF12 UAS-luciferase reporter, agonist luminescence; normalized to butyrate control; activation, % at 6.8 µM; actives 1.8% (n = 370,000); AID 687014;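 active = activation above a cutoff set at the mean of all screened compounds plus 3 SD, cut at about 10% in these data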;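 also: 0% = DMSO wells and 100% = sodium butyrate wells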
ssDAF-12 act = activates DAF-12 receptor from parasite S. stercoralis; HEK293 ssDAF-12/GRIP1 lit1-tk-luc reporter, luminescence; % of 3 µM dafachronic acid response; activation, % at 6.8 µM; actives 1% (n = 370,000);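 active = activation above the mean over all tested compounds plus 3 SD, cut at about 0.9% in these data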;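 also: 0% = DMSO-only wells and 100% = 3 µM delta7-dafachronic acid wells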
sPLA2-III inh = Blocks human group III sPLA2 activity. Q9NZ20. QFRET BODIPY PC-A2 liposome hydrolysis, fluorescence. actives 0.56% (n = 370,000). AID 743126. inhibition, % at 12.2 µM;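 active = inhibition above mean plus 3 SD of compounds lying within the high and low control bounds, cut at about 19% in these data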;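 also: 0% = median of test compound wells and 100% = no enzyme DMSO wells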
Target sequence (Q9NZ20 whole entry, looked up): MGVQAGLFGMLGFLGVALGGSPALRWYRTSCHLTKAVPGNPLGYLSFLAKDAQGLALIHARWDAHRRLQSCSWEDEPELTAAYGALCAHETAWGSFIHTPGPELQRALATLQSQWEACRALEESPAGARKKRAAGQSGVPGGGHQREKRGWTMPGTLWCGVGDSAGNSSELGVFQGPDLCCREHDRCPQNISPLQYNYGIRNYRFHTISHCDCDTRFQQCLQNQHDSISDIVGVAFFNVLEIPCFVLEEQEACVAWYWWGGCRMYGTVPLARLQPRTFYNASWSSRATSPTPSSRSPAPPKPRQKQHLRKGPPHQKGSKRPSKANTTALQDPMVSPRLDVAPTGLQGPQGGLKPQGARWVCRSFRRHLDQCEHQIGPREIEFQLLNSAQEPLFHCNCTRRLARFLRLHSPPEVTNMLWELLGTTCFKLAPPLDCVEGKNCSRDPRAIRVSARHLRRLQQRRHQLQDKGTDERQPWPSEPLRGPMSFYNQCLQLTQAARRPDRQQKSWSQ
DAX1 inh-1 = inhibitors of DAX1 repression of SF-1 activated StAR promoter. HEK293T StAR-luciferase reporter, SF-1/DAX-1 repression relief. inhibition, % at 6.8 µM. actives 1.1% (n = 370,000). AID 652010;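 active = inhibition above the mean over all tested compounds plus 3 SD, cut at about 3.6% in these data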;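 also: 0% = DAX-1 cells with DMSO and 100% = cells lacking DAX-1 with DMSO; higher inhibition means more luminescence from relief of DAX-1 repression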
NPR2 activator = GC-B (human) receptor activation; actives 0.11% (n = 370,000); AID 1920062; activation, % at 10 µM; HEK293-GC-B cells, CNP EC30, cGMP TR-FRET; 0% at EC30 CNP, 100% saturating CNP;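 active = activation at 10 µM reaching about 35% in either raw or pattern-adjusted values, limit read from the data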
ADAM10 inh = ADAM10 inhibition, QFRET primary screen; O14672; recombinant ADAM10, EDANS/DABCYL FRET peptide cleavage, 3 h; inhibition, % at 7 µM; actives 0.62% (n = 370,000); AID 720582;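 active = inhibition above a per-campaign cutoff equal to the mean of compounds falling between control-based bounds plus 3 SD, cut at about 20% in these data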;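 also: 0% = DMSO wells while the 100% control is not disclosed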
SMARCA2 activ = increases SMARCA2 function in MMTV reporter cells; MG213 cells, MMTV-luciferase reporter, dexamethasone, overnight; activation, % at 9.1 µM; actives 1% (n = 370,000); AID 652017; in the data active = activation above about 7.8%;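 also: 0% = vehicle wells and 100% = reference activator wells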
GAA850 FXN act = increases GAA850 frataxin promoter reporter activity. activation, % at 6 µM. HEK293 lucGAA850 FXN promoter luciferase reporter, 24 h; percent of 10 µM SAHA response. AID 540364. actives 0.56% (n = 360,000);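 active = activation above the average of all compounds screened plus 3 SD, cutoff fixed separately per campaign, cut at about 7.5% in these data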;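 also: 0% = DMSO wells and 100% = 10 µM SAHA wells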
DAX1 inh-2 = NR0B1 (DAX1) inhibition | actives 0.99% (n = 340,000) | P51843 | inhibition, % at 6.75 µM | AID 504766 | HEK293 Gal4-DAX1 luciferase reporter, luminescence;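 active = inhibition above the mean over all tested compounds plus 3 SD, cut at about 4.2% in these data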;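 also: 0% = DAX1-transfected cells with DMSO and 100% = empty-vector control cells with DMSO; inhibition shows as a rise in luminescence from relieved DAX1 repression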
Target sequence (P51843 207-470 limits assumed): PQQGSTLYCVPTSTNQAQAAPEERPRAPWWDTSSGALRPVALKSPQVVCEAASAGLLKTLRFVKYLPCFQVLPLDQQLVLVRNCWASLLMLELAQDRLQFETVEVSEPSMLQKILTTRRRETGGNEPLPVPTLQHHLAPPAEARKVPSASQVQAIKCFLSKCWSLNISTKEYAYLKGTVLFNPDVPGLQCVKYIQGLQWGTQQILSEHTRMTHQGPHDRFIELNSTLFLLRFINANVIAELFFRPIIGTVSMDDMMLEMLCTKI
The depositor's hits bear a star; . = not tested or not shown. Random draw from the library. About 6.6% of those tested had a hit in this group.

SMILES	hcDAF12 agonist	NPR1 activator	hgDAF12 agonist	ssDAF-12 act	sPLA2-III inh	DAX1 inh-1	NPR2 activator	ADAM10 inh	SMARCA2 activ	GAA850 FXN act	DAX1 inh-2
COC(=O)c1ccc(-c2csc(NC(=O)c3c(C)noc3C)n2)cc1	-1.9	-2	2.6	-0.6	2	0.1	5	0	-2	2.4	-0.3
CC(C)(C)CN1CCNC(=O)C1CC(=O)N1CCC(C(=O)N2CCOCC2)CC1 (centres undefined)	1.3	-2	-5.8	-1.2	4	0.3	-2	-49	-1	0.0	-0.6
COc1ccc(OC(C)C(=O)N2CC(C)OC(C)C2)cc1 (centres undefined)	-2.9	0	-2.2	-1.2	-4	-0.9	0	0	-1	1.2	0.2
Cc1cc(Cl)n2c(nc3cc(F)c(F)cc32)c1C#N	0.3	12	-2.0	-1.4	-7	-0.1	6	-102	4	15*	0.1
CC1(C(=O)Nc2ccc3c(c2)OCCO3)CN(S(C)(=O)=O)CC(=O)N1CCCN1CCOCC1 (centres undefined)	0.7	3	-0.8	-1.1	1	0.5	-2	-7	-4	.	.
O=C1c2ccccc2C(=O)N1CC(O)COc1ccc(Cl)cc1 (centres undefined)	-1.6	-1	-2.1	-1.1	1	-0.3	4	-2	-1	1.1	0.5
O=C(CCNc1cccc(C(F)(F)F)c1)c1ccco1	0.4	5	6.2	-1.5	2	0.1	2	-4	0	0.5	1.1
COc1ccc(-n2nnnc2-c2cnc(N3CCCC3)nc2C(F)(F)F)cc1	-3.5	-25	-5.5	-2.0	-20	-2.3	-13	6	-4	-2.4	-2.1
COc1cc(C(=O)NCCCNc2nc3c(C)cc(C)cc3cc2C#N)cc(OC)c1OC	-1.4	-1	1.7	-1.1	0	-0.3	-1	-20	2	1.4	-1.7
COc1ccc(NS(=O)(=O)c2cc(NC(=O)C3CCCO3)ccc2N2CCCCC2)cc1 (centres undefined)	-1.1	-7	-1.8	-1.6	-8	-0.4	0	1	4	-0.1	1.9
CCC[C@H]1[C@@H](N)CC[C@@]23CCCN2C(=O)CCC[C@@H]13	1.5	3	-3.3	-1.5	7	.	-3	4	.	.	.
COCCNC(=O)C1(C)Cc2c(-c3cccc(NC(C)=O)c3)ccnc2O1 (centres undefined)	-1.7	-3	3.3	-1.5	11	-2.1	-8	2	-2	-4.3	.
C=CCn1c(-c2cnn(-c3ccccc3)c2N)n[nH]c1=S	1.6	3	-1.7	-1.1	11	0.3	-6	7	0	0.9	-1.0
COCCn1cnc2c(c1=O)c1nc3ccccc3nc1n2/N=C/c1ccco1	0.6	9	-1.4	-1.5	19*	0.5	1	-16	-4	2.1	-0.8
C=CCn1c(O)c2ccc(C(=O)N=NC(=O)COc3ccccc3F)cc2c1O	0.3	6	0.2	-0.7	-6	-0.2	-8	5	3	-0.4	0.3
CCCc1cc(=O)oc2cc(OCC(=O)N3CCC(C(N)=O)CC3)ccc12	0.5	-1	0.3	-1.2	-3	-1.1	4	-204	1	2.0	6.3*
CCN1C(=O)[C@H]2[C@@H](c3ccc(C)cc3)N3C(=O)N(c4ccc(OC)cc4)C(=O)[C@@]3(CC)[C@H]2C1=O	0.5	0	2.9	-0.7	1	0.2	5	2	3	1.9	-0.2
O=C(NCCCN1CCCC1=O)C1CCN(S(=O)(=O)c2cccc(C(F)(F)F)c2)CC1	-1.7	5	2.8	-1.1	6	0.5	4	-9	-2	0.5	-0.2
C[C@@H]1CCCCO[C@H](CN(C)Cc2ccc(Cl)c(Cl)c2)[C@H](C)CN([C@@H](C)CO)C(=O)c2cc(NC(=O)Nc3ccc(F)cc3)ccc2O1	-0.9	5	-0.6	-0.1	-17	-0.7	-1	7	-4	-1.6	0.6
O=C(Nc1ccc(Cl)cc1)c1ccc2nsnc2c1	2.8	0	18*	0.2	-3	2.1	-3	8	4	3.3	3.9
CC(C)CN1C(=O)CN(S(C)(=O)=O)CC1(C)C(=O)NC(C)C (centres undefined)	0.4	-1	0.2	-0.9	7	-0.5	0	-14	-2	.	.
CSc1ccc(CN2CCC(C)(Oc3ccccc3)C2)cc1 (centres undefined)	-1.6	0	-1.9	-0.5	3	-1.0	-1	-6	2	1.2	.
O=C(Nc1cc(Cl)ccc1N1CCOCC1)c1ccc(=O)[nH]c1	-0.8	-6	2.4	-0.9	3	-0.4	-4	-4	-1	0.1	-1.3
CCC(C)C(=O)Nc1nc2c(s1)C(=O)CC(C)(C)C2 (centres undefined)	-0.9	3	1.8	-1.3	-2	0.2	2	-8	0	0.3	0.3
Cc1ccccc1CNC(=O)c1cccc2c1C(=O)N(Cc1cccnc1)C2	-2.5	2	-3.2	-1.0	11	-1.2	10	-13	-5	.	.
COc1ccc(-c2nc3ccc(C)cn3c2Cc2ccc(C)cc2)cc1OC	-2.0	22	1.1	-0.3	-5	-0.7	21	-180	-2	.	.
COc1ccc(S(=O)(=O)N(C)C[C@H]2Oc3c(NC(=O)C4CC4)cccc3C(=O)N([C@H](C)CO)C[C@@H]2C)cc1	-1.4	1	-2.9	-1.2	2	-0.8	3	4	2	-1.0	1.2
O=S(=O)(/C=C/c1ccccc1)N1CCN(Cc2ccc3c(c2)OCO3)CC1	0.1	6	-0.9	-1.4	-6	0.7	4	3	4	0.3	0.1
Oc1ccccc1C1=NC(c2ccccc2)NC(c2ccccc2)C1 (centres undefined)	-0.9	2	0.8	-1.3	-13	-0.1	-4	-23	0	0.7	0.6
Cc1cccc(N2CC(C(=O)OCC(=O)c3ccc(OC(=O)c4cccs4)cc3)CC2=O)c1C (centres undefined)	2.6	4	-1.5	-1.2	-20	0.1	-1	10	-1	2.2	-0.2
CC(C)N(CCCNC(=O)CC1Oc2ccccc2NC1=O)Cc1ccccc1 (centres undefined)	3.9	-1	-1.0	0.5	10	-0.6	-3	-8	1	0.0	1.9
CCn1cc(C(=O)NCc2ccc(Cl)cc2)c(=O)c2cc(S(=O)(=O)N3CCOCC3)ccc21	-0.7	-2	0.1	-1.5	12	0.6	0	1	-3	-0.2	0.1
Cc1nc(N2CCN(c3ccccn3)CC2)c2c(C)c(C(=O)Nc3ccc(F)c(Cl)c3)sc2n1	-0.5	3	0.3	-1.3	-1	-1.8	-1	2	-2	2.6	0.6
Cc1ccc2nnnc(-c3ccccc3)c2c1	-0.7	-1	2.8	-1.7	-1	0.0	0	1	-4	-0.1	2.0
COc1ccccc1NC(=O)C(=O)N/N=C(\C)CC(=O)Nc1ccc(OCc2ccccc2)cc1	-1.7	0	-1.8	-1.1	-13	0.3	2	4	3	-0.7	0.7
CCOC(=O)C1CCCN(C(=O)CN2C(=O)NC(C)(c3ccc4ccccc4c3)C2=O)C1 (centres undefined)	-2.0	2	-3.8	-0.7	-5	-1.7	1	11	-1	-1.4	0.4
Cc1ccc(N2CCN(/N=C\c3cccnc3)CC2)cc1	-1.4	5	-2.9	-0.8	5	-0.2	10	-1	-2	.	.
CCOc1ccccc1/C=C(/NC(=O)c1ccccc1)C(=O)N1CCCCC1	-1.2	-14	-1.6	-1.2	4	0.6	-7	5	0	2.3	-0.5
COc1ccc(CCN(C)CC(=O)Nc2c(C)cc(C)cc2C)cc1OC	-2.4	3	0.2	-1.7	-3	0.0	2	0	-1	0.4	-0.7
CCc1ccc(C2=NN(CCC(=O)NCc3cccs3)C(=O)CC2)cc1	-1.8	-5	-1.0	-1.8	-4	-0.2	5	4	-2	1.1	0.8
CCOC(=O)c1cc(C#N)c(N2CCN(C(=O)c3cccc(C(F)(F)F)c3)CC2)nc1C(F)(F)F	-1.8	3	-2.5	-2.4	-1	-1.0	-4	-26	-4	-2.4	-0.1
Cc1cc(NC(=O)CSc2nc3ccccc3n2CC(=O)N2CCCCC2)no1	-1.6	4	-2.7	-1.5	-4	-0.3	-1	3	0	2.3	0.0
CC(=O)Nc1ccc(OCC(O)Cn2cnc3ccccc32)cc1 (centres undefined)	-1.2	1	0.8	-0.7	2	0.0	5	3	-3	1.2	-1.6
COc1ccccc1NC(=O)CSc1nnc(-c2ccc(NC(C)=O)cc2)n1C	-1.5	-8	-3.2	-1.0	-1	0.3	-1	1	0	0.5	0.7
COc1ccc(N2CCN(C(=O)CCS(=O)(=O)c3ccc4c(c3)NC(=O)CO4)CC2)cc1	1.2	0	1.4	-0.5	1	-0.3	2	8	1	-1.6	1.6
CCOc1cc(C2CC(=O)NC3=C2C(=O)C(C(=O)OC)C(C)C3)cc(Cl)c1O (centres undefined)	-1.4	-5	-2.6	-1.4	-15	0.1	3	-6	1	2.3	0.4
O=C(COC(=O)c1c(F)cccc1F)Nc1cccc(S(=O)(=O)N2CCCCC2)c1	-0.3	1	-0.9	-1.0	-17	0.2	6	0	-2	-1.3	0.3
COc1ccccc1-c1nc(C#N)c(N2CCN(Cc3ccccc3)CC2)o1	-3.0	-6	1.9	-1.1	-15	-0.8	-26	-149	3	0.3	-1.7
Cc1ccc(S(=O)(=O)NNC(=O)c2ccccc2-n2cccc2)cc1	0.0	-2	-1.5	-0.9	-4	0.1	2	-1	-1	0.3	0.1
C(=NN1CCCCCC1)c1ccc2ccccc2n1	-7.5	-1	-19	-3.1	-5	-6.4	-8	-14	-9	-15	-6.0
CN(C)Cc1c[nH]c2nc[nH]c(=O)c12	0.6	2	0.7	-0.7	2	-2.0	0	-14	1	-0.1	0.4
CC1(C)Cc2ccccc2C(=NCC(=O)O)N1	-1.3	1	0.7	-1.0	2	0.3	-4	1	6	-1.1	0.3
Cc1ccc(C)c(N2CCN(C(=O)Cc3ccc(NC4=NC5CS(=O)(=O)CC5S4)cc3)CC2)c1 (centres undefined)	-2.0	2	-0.7	-1.6	1	-1.0	-6	2	0	-0.8	-0.8
C[C@H](NC(=O)C1CCN(S(=O)(=O)c2ccccc2)CC1)C(=O)NCc1ccc(Cl)c(Cl)c1	-0.9	1	-2.8	-1.2	-12	-0.8	2	-11	-2	0.0	0.4
CC(C)[C@H](N)C(=O)N[C@H]1CCC2C3CC=C4C[C@@H](O)CC[C@]4(C)C3CC[C@@]21C (some centres undefined)	-0.9	5	1.2	-0.5	9	-0.8	2	-8	19*	-0.9	0.7
O=C(N[C@@H](Cc1c[nH]c2ccccc12)C(=O)NC1CC1)c1ccccc1Cl	-3.5	-1	5.0	-1.7	2	-0.5	-8	12	1	2.5	-1.3

Taken from the entries so far for reference:
SMILES	hcDAF12 agonist	NPR1 activator	hgDAF12 agonist	ssDAF-12 act	sPLA2-III inh	DAX1 inh-1	NPR2 activator	ADAM10 inh	SMARCA2 activ	GAA850 FXN act	DAX1 inh-2
Cc1ccc(S(=O)(=O)NNC(=O)c2ccccc2-n2cccc2)cc1	0.0	-2	-1.5	-0.9	-4	0.1	2	-1	-1	0.3	0.1
C(=NN1CCCCCC1)c1ccc2ccccc2n1	-7.5	-1	-19	-3.1	-5	-6.4	-8	-14	-9	-15	-6.0

High-throughput results as filed in PubChem.
